HCMV inh = inhibitors of human cytomegalovirus; HFF cells, HCMV-luciferase reporter, 72 h; hits give low values; activity change, negative = inhibition, % at 57.5 µM; 4.5% of 410,000 active; in the data active = activity change below about -60%; inconclusive = no clear call, values can overlap the other calls; inactive = above about -39%; also: % is scaled to controls: 0 for no effect and ±100 for the full control effect
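Two compound doses tested in HFFs infected with HCMV-luciferase, MOI 1 PFU/cell, 72 h at 37C. Lysate luminescence read with OneGlo; data normalized against buffer-only and 10uM Salinomycin inhibitor controls.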
AmpC detergent = AmpC beta-lactamase inhibition with detergent present | P00811 | AmpC hydrolysis of nitrocefin, absorbance 480 nm, 0.01% Triton | Potency, µM (series often up to 114 µM), without a hit: top-dose activity change, negative = inhibition, usual class: inhibitors | 0.041% of 370,000 active | AID 485294;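 also: potency is read from the fitted curve at half-maximal effect; 0% = no-compound wells and -100% = no-enzyme wells; nearly all actives have a fitted effect of over 25% in size; some results filed as inactive show a strong effect at the top dose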
Target sequence (P00811 whole entry, looked up): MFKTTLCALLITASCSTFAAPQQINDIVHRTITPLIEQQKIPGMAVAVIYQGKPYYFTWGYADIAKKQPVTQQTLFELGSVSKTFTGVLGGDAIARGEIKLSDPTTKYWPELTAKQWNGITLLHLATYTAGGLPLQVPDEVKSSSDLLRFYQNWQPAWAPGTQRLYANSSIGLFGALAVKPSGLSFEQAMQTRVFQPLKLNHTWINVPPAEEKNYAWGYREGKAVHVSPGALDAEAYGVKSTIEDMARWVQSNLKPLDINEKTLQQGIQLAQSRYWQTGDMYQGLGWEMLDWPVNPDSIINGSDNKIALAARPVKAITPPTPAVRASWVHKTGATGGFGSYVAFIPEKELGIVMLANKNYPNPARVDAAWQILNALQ
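AmpC (5.3 nM in the dispensed reagent) in 20 mM phosphate pH 7.0 with 0.01% (detergent screen) or 0.0001% Triton X-100 was preincubated with compounds for 15 min at room temperature. Nitrocefin was then added from an 800 uM solution, and hydrolysis was followed at 480 nm.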
Shiga inhibitor = blocks Shiga toxin action in Vero cells. inhibition, % at 38.7 µM. Vero cells, Shiga toxin protein synthesis inhibition reporter. AID 2315. 9.2% of 290,000 active; in the data active = inhibition mostly above about 28%, no sharp cut-off; inactive = mostly below about 43%; also: 0% is about no effect
Cycloheximide cs = counter-screen for Shiga toxin inhibitors: cycloheximide protein synthesis inhibition; cell reporter, cycloheximide protein synthesis inhibition counterscreen; max response, %; 12% of 300,000 active; AID 2314; in the data active = max response mostly above about 13%, no sharp cut-off; inactive = mostly below about 14%; also: read at 38.3 µM for the half of the compounds with a filed dose; 0% is about no effect
AMA1 RON2 block = AMA1-RON2 (P. falciparum) interaction inhibition | AlphaScreen AMA1-biotinylated RON2 peptide binding | Potency, µM (doses to about 58.2 µM), for the others: at the top dose activity change, negative = inhibition, hits mostly inhibitors | 0.2% of 360,000 active | AID 720542;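 also: potency is read from the fitted curve at half-maximal effect; 0% = vehicle wells and -100% = peptide control; nearly all actives have a fitted effect of over 45% in size; some results filed as inactive show a strong effect at the top dose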
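AMA1 (3D7) with his tag at 25 nM final met compounds first, then biotinylated RON2 peptide at 25 nM; detection used donor plus acceptor beads, 10 µg/mL apiece, read by AlphaScreen after 30 min at room temperature.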
Giardia FBPA inh = Giardia lamblia aldolase inhibition. A8B2U2. AID 2451. purified Giardia FBPA. 0.71% of 290,000 active. Potency, µM (series often up to 59.6 µM), inactives show at the highest dose activity, negative = inhibition, most hits filed as inhibitors; also: potency is read from the fitted curve at half-maximal effect; % is scaled to controls: 0 for no effect and ±100 for the full control effect; nearly all actives have a fitted effect of over 55% in size
Target sequence (A8B2U2 whole entry, looked up): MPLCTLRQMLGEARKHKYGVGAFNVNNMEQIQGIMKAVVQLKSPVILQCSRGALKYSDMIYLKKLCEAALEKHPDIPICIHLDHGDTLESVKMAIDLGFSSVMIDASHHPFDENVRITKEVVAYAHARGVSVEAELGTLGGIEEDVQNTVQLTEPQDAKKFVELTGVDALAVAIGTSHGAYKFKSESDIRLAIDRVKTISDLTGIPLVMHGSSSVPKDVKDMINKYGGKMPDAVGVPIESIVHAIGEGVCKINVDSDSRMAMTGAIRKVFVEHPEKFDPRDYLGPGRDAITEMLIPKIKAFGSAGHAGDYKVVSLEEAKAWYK
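Giardia FBPA (40 nM reagent) was preincubated 10 min at RT with compound (up to 57.5 uM final), then substrate plus GAPDH/TPI/NAD/arsenate coupling system with diaphorase/resazurin was added; resorufin fluorescence (525/598 nm) was read after 20 min.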
AmpC inh no detg = blocks E. coli AmpC beta-lactamase in detergent-free assay. AmpC nitrocefin hydrolysis, absorbance 480 nm, 0.0001% Triton. Potency, µM (series often up to 57.1 µM), without a hit: at the top dose activity change, negative = inhibition, hits mostly inhibitors. AID 485341. 0.52% of 330,000 active;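 also: potency is read from the fitted curve at half-maximal effect; plate controls were no compound for no effect and no enzyme for full effect; nearly all actives have a fitted effect of over 20% in size; some results filed as inactive show a strong effect at the top dose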
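20 mM phosphate pH 7.0 + 0.01% (detergent screen) or 0.0001% Triton X-100; 5.3 nM AmpC reagent; cpd preinc 15 min RT; nitrocefin (800 uM stock) to start; A480 q20 s × 4 min; Activity was normalised to no-enzyme and no-compound control wells.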
Numbers without * were called inactive; i = inactive; ? = inconclusive; . = no result given; [ ] = remark or other dose. Unless noted, calls follow the shape of the dose curve; as a rule, active = well fitted curve in the direction sought with a large enough effect; inconclusive = small, poorly fitted or top-dose-only effect, or another doubt; inactive = no such curve, though single readings can be large; an effect the other way counts as inactive or inconclusive. Hits appear at their usual frequency; any-hit rate near 16%.

Order of results – HCMV inh, AmpC detergent, Shiga inhibitor, Cycloheximide cs, AMA1 RON2 block, Giardia FBPA inh, AmpC inh no detg
O=C(CCNc1cccc(C(F)(F)F)c1)c1ccco1
    -11, -6%, 62, 21, 9%, -5%, -4%
COc1ccc(-n2nnnc2-c2cnc(N3CCCC3)nc2C(F)(F)F)cc1
    -29, ?, -4, 2, 4%, 7%, 34%
O=C1c2ccccc2C(=O)N1CC(O)COc1ccc(Cl)cc1 (stereo not drawn)
    -6, -1%, 31, 18*, -3%, -1%, -11%
O=C(Nc1ccc(Cl)cc1)c1ccc2nsnc2c1
    9, -9%, 97*, 35*, -9%, -15%, -34%
Cc1cc2c(cc1Cl)C(c1ccc3c(c1)OCO3)CC(=O)O2 (stereo not drawn)
    ., ., i, 3, ., 1%[89.2 µM], .
O=C(NCCCN1CCCC1=O)C1CCN(S(=O)(=O)c2cccc(C(F)(F)F)c2)CC1
    -27, ?, ., ., 41%[activator], ., 22%
CCC(C)C(=O)Nc1nc2c(s1)C(=O)CC(C)(C)C2 (stereo not drawn)
    29, -18%, 0, 13, 4%, -5%, -10%
O=C(Nc1cc(Cl)ccc1N1CCOCC1)c1ccc(=O)[nH]c1
    3, ., ., ., -23%, ., -1%
CCn1cc(C(=O)NCc2ccc(Cl)cc2)c(=O)c2cc(S(=O)(=O)N3CCOCC3)ccc21
    -11, ?, -2, -3, -4%, 8%, 1%
CC(C)N(CCCNC(=O)CC1Oc2ccccc2NC1=O)Cc1ccccc1 (stereo not drawn)
    ?, -12%, -10, -8, 12%, 2%, -23%
Cc1cccc(N2CC(C(=O)OCC(=O)c3ccc(OC(=O)c4cccs4)cc3)CC2=O)c1C (stereo not drawn)
    ?, ?, 28, 10, 6%, -8%, 3%
O=S(=O)(/C=C/c1ccccc1)N1CCN(Cc2ccc3c(c2)OCO3)CC1
    -12, 3%, 39, -4, -13%, 4%, -5%
COc1ccc(S(=O)(=O)N(C)C[C@H]2Oc3c(NC(=O)C4CC4)cccc3C(=O)N([C@H](C)CO)C[C@@H]2C)cc1
    10, ., ., ., 7%, ., 113%[activator]
CCOC(=O)c1cc(C#N)c(N2CCN(C(=O)c3cccc(C(F)(F)F)c3)CC2)nc1C(F)(F)F
    ?, 10%, -18, -2, 1%, 0%, 46%
CCc1ccc(C2=NN(CCC(=O)NCc3cccs3)C(=O)CC2)cc1
    -30, -10%, 16, 10, -3%, 1%, 51%
CCOC(=O)C1CCCN(C(=O)CN2C(=O)NC(C)(c3ccc4ccccc4c3)C2=O)C1 (stereo not drawn)
    -21, ?, ., ., -3%, ., 112%[activator]
CCOc1ccccc1/C=C(/NC(=O)c1ccccc1)C(=O)N1CCCCC1
    ., 3%, 9, 11, -28%, 6%, 37%
COc1ccc(CCN(C)CC(=O)Nc2c(C)cc(C)cc2C)cc1OC
    31, 3%, -15, -2, 6%, ?, 55%
Cc1ccc2nnnc(-c3ccccc3)c2c1
    11, 2%, -5, -1, 16%, 7%, -12%
COc1ccccc1NC(=O)C(=O)N/N=C(\C)CC(=O)Nc1ccc(OCc2ccccc2)cc1
    7, -6%, 21, 23, 38%[activator], 1%, -33%
Cc1nc(N2CCN(c3ccccn3)CC2)c2c(C)c(C(=O)Nc3ccc(F)c(Cl)c3)sc2n1
    ?, -12%, -5, -3, 6%, -7%, -11%
CC(=O)Nc1ccc(OCC(O)Cn2cnc3ccccc32)cc1 (stereo not drawn)
    -17, 2%, -9, -1, -1%, 2%, -16%
Cc1cc(NC(=O)CSc2nc3ccccc3n2CC(=O)N2CCCCC2)no1
    ., ?, 3, 1, 11%, 2%, -15%
CC1(C)Cc2ccccc2C(=NCC(=O)O)N1
    -13, -2%, -25, -7, -7%, 1%, -1%
COc1ccccc1-c1nc(C#N)c(N2CCN(Cc3ccccc3)CC2)o1
    -33, 1%, 15, 10, ?, -1%, 82%[activator]
Cc1ccc(S(=O)(=O)NNC(=O)c2ccccc2-n2cccc2)cc1
    16, -11%, -8, -1, -10%, ., -18%
COc1ccc(N2CCN(C(=O)CCS(=O)(=O)c3ccc4c(c3)NC(=O)CO4)CC2)cc1
    -2, -14%, 6, -5, 21%, 0%, 7%
COc1ccccc1NC(=O)CSc1nnc(-c2ccc(NC(C)=O)cc2)n1C
    -26, 2%, -2, 10, -5%, 6%, -5%
CCOc1cc(C2CC(=O)NC3=C2C(=O)C(C(=O)OC)C(C)C3)cc(Cl)c1O (stereo not drawn)
    36, -4%, -12, 2, -8%, 21%, -20%
COc1cc(C=O)ccc1OCCSc1ccc(Cl)cc1
    1, -1%, 70*, 22*, 28%, 1%, -10%

Overlap with the part before: three compounds; new compounds follow.
Order of results – HCMV inh, AmpC detergent, Shiga inhibitor, Cycloheximide cs, AMA1 RON2 block, Giardia FBPA inh, AmpC inh no detg
COc1ccccc1NC(=O)CSc1nnc(-c2ccc(NC(C)=O)cc2)n1C
    -26, 2%, -2, 10, -5%, 6%, -5%
CCOc1cc(C2CC(=O)NC3=C2C(=O)C(C(=O)OC)C(C)C3)cc(Cl)c1O (stereo not drawn)
    36, -4%, -12, 2, -8%, 21%, -20%
COc1cc(C=O)ccc1OCCSc1ccc(Cl)cc1
    1, -1%, 70*, 22*, 28%, 1%, -10%
O=C(Nc1ccnn1C1CCN(Cc2ccn[nH]2)CC1)c1ccccc1
    22, 4%, -26, 1, -13%, ., -3%
O=C1CC(C(=O)N2CCN(c3ccccc3O)CC2)CN1Cc1ccccc1 (stereo not drawn)
    54, 0%, ., ., -1%, ., 44%
Cc1cc(C)c2cc(C(=O)N3CCC(N4CCCCC4)CC3)[nH]c2c1
    -2, ?, -13, -1, 4%, ., 3%
CC(=O)Nc1ccc(NC(=O)CCN2C(=O)c3ccccc3C2=O)cc1
    17, 2%, ., 2, -8%, 6%, -9%
CCOC(=O)c1cc(NC(=O)Nc2ccccn2)c(C)nc1C
    -38, 2%, 37, 27*, 35%[activator], 1%, -16%
COC(=O)c1cc(-c2ccc(C)o2)nc2ccccc12
    -3, 0%, 12, -2, -2%, -15%, -22%
COC(=O)c1c(NC(NC(=O)C(C)C)C(Cl)(Cl)Cl)sc2c1CCCC2 (stereo not drawn)
    -31, ?, -7, -1, 5%, -1%, -57%
N/C(=N\NC(=O)Nc1ccc(Cl)cc1)c1ccccn1
    3, 0%, 88*, 39*, -22%, ?, -30%
C[C@@H]1C(=O)O[C@@H]1[C@@H](C)CO[Si](c1ccccc1)(c1ccccc1)C(C)(C)C
    ., ., 2, 1, ., 0%, .
Cn1c(=O)c2c(nc(NCc3cccnc3)n2Cc2ccc(Cl)cc2)n(C)c1=O
    158, -10%, -25, -6, -1%, 1%, 31%
CN(C(=O)c1ccc(NC(=O)Cc2cccc(NC(=O)C3CCN(C(=O)C4CCC4)CC3)c2)cc1)C1CCCC1
    11, 3%, ., ., -6%, ., 88%[activator]
COCCCNC(=O)CCc1nc(-c2ccccc2Cl)no1
    36, ?, -4, -1, 1%, 9%, -15%
Cc1c(S(=O)(=O)N2CCN(c3ccc(F)cc3)CC2)c(=O)n(C)c(=O)n1C
    8, -10%, -36, 2, -18%, ., -1%
O=C(Nc1ccccc1)O/N=C/c1ccccc1Cl
    ., 2%, 64*, 54*, 1%, -3%, -8%
Cc1ccc(NC(=O)COC(=O)Cc2cccs2)c(Br)c1
    13, -1%, 29, 16, 25%, 10%, -12%
Cc1cc([N+](=O)[O-])ccc1N
    -32, 1%, ., ., 16%, ., -17%
CC(=O)N1CCCc2cc(S(=O)(=O)NCc3ccc(C)cc3)ccc21
    28, -1%, -8, -4, 11%, 7%, -7%
Cc1ccc(/C=C(/C#N)c2nc(CCN3C(=O)c4ccccc4C3=O)cs2)cc1
    -24, -5%, -18, 1, -12%, -5%, -22%
COc1ccc(CNc2nc(-c3cccnc3)nn2C(=O)c2ccco2)cc1
    55, 7%, -2, 3, 33%[activator], 11%, -10%
CN1C(=O)c2cccc3c(N(C)C)ccc(c23)C1=O
    -16, -8%, -13, -1, -2%, 0%, -3%
CC(=O)OC1(c2ccccc2)CCN(C2CCCCC2)CC1C (stereo not drawn)
    0, 3%, -19, -2, 11%, -12%, -34%
O=C(NCc1ccon1)C1CCC(=O)N(CCc2ccc(Cl)cc2)C1 (stereo not drawn)
    -12, -14%, -8, 2, 12%, 5%, 19%
CC(=O)Nc1ccc(NC(=O)CCCn2cnc3ccccc3c2=O)cc1
    52, -4%, 17, -2, 14%, -2%, -16%
COC(=O)c1ccccc1NC(=O)CSc1nnc(C(CO)NC(=O)c2ccccc2)n1C (stereo not drawn)
    5, ?, -23, 0, 42%, 7%, -2%
NNC(=O)CCCCCCCCCCOCCCCO
    0, -2%, 19, 25, 44%[activator], 4%, 110%[activator]
CCCN(CC(=O)Nc1ccc(Cl)cc1Cl)C(=O)CC(NC(C)=O)c1ccccc1 (stereo not drawn)
    -21, 4%, -16, -5, -1%, ., 28%
COc1cccc(C(=O)Nc2cc(C)ccc2NC(=O)COc2ccccc2)c1
    65, -2%, -16, -3, -3%, 3%, -13%
Cc1ccc(C(C)C)c(OCc2nn(CC(=O)c3ccc(Cl)cc3)c3[n+]2CCCCC3)c1
    -112*, -7%, -12, -6, 3%, 7%, 203%[activator]
COc1ccc(CCNC(=O)CN(Cc2ccc(Cl)cc2)S(C)(=O)=O)cc1OC
    6, -11%, -7, -4, 0%, 10%, 54%
O=C(NCCCN1CCOCC1)c1sc2cc(F)ccc2c1Cl
    40, -9%, 42*, 38*, -17%, -4%, 4%
CN(Cc1ccc(F)cc1)C(=O)COc1ccccc1-c1ccccc1
    ?, 2%, 8, 1, -1%[11.6 µM], 6%, -3%
CC(C)NC(=S)NC1(C)CCS(=O)(=O)C1 (stereo not drawn)
    -25, -15%, -8, 8, -7%[11.6 µM], 1%, -15%
O=C(Cc1ccccc1F)Nc1cccc(S(=O)(=O)N2CCOCC2)c1
    10, ., ., ., 0%, ., -21%
C=CCOc1cccc(C2C(C(=O)c3cccs3)=C(O)C(=O)N2Cc2cccnc2)c1 (stereo not drawn)
    -8, 2%, -13, -5, 0%, 4%, -5%
O=C(N/C(=C\c1ccc(Cl)cc1)C(=O)N1CCOCC1)c1ccc([N+](=O)[O-])cc1
    55, -2%, 21, 15, -6%, 12%, 135%[activator]
O=C(N/N=C/C1CCCCC1)c1ccccn1
    50, 2%, 166*, 49*, 117%[activator], -15%, -15%
COc1cc(/C=N/N2C(=O)C3C4C=CC(CC4)C3C2=O)ccc1O (stereo not drawn)
    -1, 5%, 57*, 42, 0%, 3%, -21%
CCOC(=O)c1cn2nc(Oc3ccc(C#N)cc3)ccc2n1
    ?, -8%, 16, -2, 13%, 3%, -5%
OCc1ccc(OCCCOc2cccc3cccnc23)cc1
    22, -8%, 32, 1, -10%, -17%, 12%
Cc1ccc2c(c1)nnc1nnc(SCC(=O)O)n12
    22, -1%, -10, -1, -7%, 2%, -8%
COc1ccc(C(=O)O)cc1NS(=O)(=O)c1cccc2nsnc12
    -4, 3%, -6, 1, -1%, -1%, 2%
